PLAP activator – PLAP enzyme activators, biochemical, luminescence, HTS | purified PLAP enzyme, luminescent substrate read-out; active compounds read high | activation fold at 20 µM | hit rate 1.2% among 96,000; in the data active means activation fold above about 2
CYP2C19 inh – blockers of cytochrome P450 2C19 activity – biochemical, luminescence, ADME assay, primary screen. P33261. CYP2C19 Supersomes, luciferin-H EGE luminescence, 30 min. inhibition, % at 5 µM. hit rate 21% among 96,000. AID 778, 2007;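 active means CYP2C19 inhibition above a set limit at 5 µM in the primary screen, cut at about 50% in these data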;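 further: plate controls were negative control wells for no effect and 2.5 mM tranylcypromine positive control for full effect; values of inactives mirror those of a sister screen read the other way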
MT1-MMP txn act – MT1-MMP promoter reporter activation – cell-based, luciferase luminescence, primary screen; hit rate 0.16% among 86,000; HT1080 MT1-MMP promoter luciferase reporter, overnight; active compounds read high; AID 750, 2007; activation factor at 10 µM;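 active means activation factor of at least 2 for MT1-MMP transcription at 10 µM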
CYP2C9 inh – blockers of cytochrome P450 2C9 activity – biochemical, luminescence, ADME assay, primary screen. CYP2C9 Supersomes, luciferin-H conversion. inhibition, % at 5 µM. hit rate 20% among 96,000. AID 777, 2007;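 active means blocking of liver enzyme CYP2C9 beyond about 50% at 5 µM, limit read from the data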; further: values of inactives mirror those of a sister screen read the other way
CYP2C9 act – human CYP2C9 activators, primary screen, biochemical, luminescence; activation factor at 5 µM; Cytochrome P450 2C9 (Homo sapiens), P11712; hit rate 1.4% among 96,000; recombinant CYP2C9, luciferin-H conversion; active compounds read high; factor 1 = untreated enzyme, 0 = blocked;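 active means activation factor of 2 or more for CYP2C9 at a 5 µM dose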;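 further: 0 = sulfaphenazole-blocked wells and 1 = vehicle-only wells; values of inactives mirror those of a sister screen read the other way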
PTK2B oligo ant – antagonists of Pyk2 self-association, primary screen, Q293 cells, FERM NanoBiT luminescence, HTS; active compounds read low; z-score (the deposit names both 25 µM and 10 µM); hit rate 0.83% among 99,000;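 active means Z-score of -3 or lower, scaled per plate to the spread of control and sample wells; inactive means z-score above -3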;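 further: negative z-score means lost luminescence so less FERM oligomerization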
Mac1 fbg inh – inhibitors of CD11b/CD18 adhesion to fibrinogen, primary screen, K562 cells, luminescence | hit rate 0.54% among 93,000 | ATPlite luminescence; Mn2+ added to activate the integrin | Integrin beta-2 (Homo sapiens) + Integrin alpha-M (Homo sapiens), P05107+P11215 | inhibition, % at 10 µM;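 active means primary inhibition of 50% or more at 10 µM, then 40% or more on retest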; further: some results filed as inactive read as strong as hits
CD11b adhes enh – enhancers of CD11b/CD18 adhesion to fibrinogen, primary screen, K562 cells, luminescence; ATPlite luminescence; activation, % at 10 µM; hit rate 0.07% among 93,000;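 active means 10 µM primary screen giving 50% or more activity, confirmed by 40% or more on retest at that dose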; further: strong numbers were not always called active; reference of the scale not given here
CYP2C19 act – human CYP2C19 activators, primary screen, biochemical, luminescence; Cytochrome P450 2C19 (Homo sapiens), P33261; recombinant CYP2C19, luciferin-H EGE luminescence; active compounds read high; 0 = fully inhibited enzyme, 1 = untreated enzyme; activation factor at 5 µM; 96,000 tested, under 10 active;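 active means activation factor of at least 2 at 5 µM in the primary screen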;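 further: 0 = wells with 2.5 mM tranylcypromine and 1 = vehicle-only wells; values of inactives mirror those of a sister screen read the other way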
* marks the source's active call; other numbers are inactive results.

SMILES	PLAP activator	CYP2C19 inh	MT1-MMP txn act	CYP2C9 inh	CYP2C9 act	PTK2B oligo ant	Mac1 fbg inh	CD11b adhes enh	CYP2C19 act
CC(=O)Oc1ccc2c(C)cc(=O)oc2c1	0.8	-3	1.1	-7	1.1	0.08	-2	6	1
COc1ccc(C(=O)c2ccccc2)c(O)c1	0.9	86*	1.1	24	0.8	2.1	-3	1	0.1

Source: PubChem BioAssay

Not all compounds are listed; count on the stated rates, not on these rows.
